S aureus QS inh: blocks AIP-induced quorum sensing reporter in S. aureus; S. aureus RN6390 RNAIII-GFP reporter, flow cytometry 3 h; inhibition, % at 2 µM; 24,000 compounds, 0.3% hits; AID 527;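 active = share of bacteria positive for the green fluorescent reporter and its mean brightness both inhibited by 50% or more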;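 note: 0% = AIP-stimulated control and 100% = unstimulated bacteria without AIP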
S aureus QS inh GFP MFI %: also measured in S aureus QS inh; calls as there; inhibition, %; measured here: inhibition of GFP MFI
Starred values were filed as active, the others as inactive. Not all compounds are listed. The share of hits here may be higher or lower than overall.

SMILES | S aureus QS inh | S aureus QS inh GFP MFI %
CCOC(=O)Cn1c(=O)oc2cc(S(=O)(=O)NCCc3ccc(C)cc3)ccc21 | -3 | -14
COC(=O)CSc1nc2nc(C)cc(C)n2n1 | 0 | 0
Cc1cc(NC(=O)CSCc2nc(-c3cccc(Cl)c3)oc2C)no1 | 0 | 5
CCC(C)NC(=O)Cn1c(=O)n(CCCCC(=O)NCc2ccco2)c(=O)c2ccccc21 (stereo unspecified) | 3 | 12
O=C(NCc1cccnc1)c1ccc(CS(=O)(=O)c2ccc(Cl)cc2)o1 | 2 | 12
CCN(CC)CCCN1C(=O)C(O)=C(C(C)=O)C1c1cccc(OC)c1 (stereo unspecified) | -8 | -24
COc1ccc(N2CCN(CCNC(=O)CCNS(=O)(=O)c3cccs3)CC2)cc1 | -4 | -30
CCc1ccc(-c2nc(CN3CCCC(C(=O)O)C3)c(C)o2)cc1 (stereo unspecified) | -1 | -28
COc1ccc(-c2nn(C)c3sc(C(=O)N4CCOCC4)cc23)cc1OC | -7 | -19
CC1CC(C)CN(S(=O)(=O)c2ccc(C(=O)Nc3nnc(-c4cccs4)o3)cc2)C1 (stereo unspecified) | 40 | 49
O=C(CCn1c(=O)[nH]c2ccsc2c1=O)N1CCN(c2cccc(Cl)c2)CC1 | -2 | -6
CCC1CCCCN1C(=O)CSc1nnc(-c2ccc3c(c2)OCCO3)o1 (stereo unspecified) | 12 | 28
Cc1nn(C(C)C(=O)N2CCCCC2)c(=O)c2c1sc1ccccc12 (stereo unspecified) | 0 | 20
Cc1cc(NC(=O)COc2cccc(Oc3ccccc3)c2)no1 | 0 | 23
CCn1cc(C(=O)NCCCOC)c2cc(OC)c(OC)cc2c1=O | 5 | 15
COc1ccc(C2=NOC(C(=O)Nc3cc(C)nn3-c3ccccc3)C2)cc1OC (stereo unspecified) | 2 | 8
COc1ccccc1-c1nnc2sc(-c3ccc(N(C)C)cc3)nn12 | -6 | -31
CCCCCCn1c(CN2CCCCC2)nc2c1c(=O)n(C)c(=O)n2C | 4 | 8
COc1ccc2c(c1OC)C(=O)OC2CC(=O)c1ccc(O)cc1 (stereo unspecified) | 0 | 5
CCOC(=O)N1CCN(Cc2nc3c(c(=O)n(C)c(=O)n3C)n2Cc2ccccc2)CC1 | 2 | 35
CCOC(=O)N1CCN(c2cc(=O)n(-c3ccc(OCC)cc3)c(=O)[nH]2)CC1 | 0 | -8
CC(=O)NC(CCS(C)(=O)=O)C(=O)Nc1ccccc1C (stereo unspecified) | 0 | 13
Nn1c(SCC(=O)Nc2ccc3c(c2)OCO3)nnc1-c1ccccc1 | -1 | 1
Cc1ccc(S(=O)(=O)N(CC(=O)N2CCC(C(N)=O)CC2)Cc2ccc(F)cc2)cc1 | 0 | 8
CCn1c(SCC(=O)Nc2ccc(C(C)=O)cc2)nc2ccccc21 | -9 | -20
COC(=O)c1ccccc1NC(=O)c1noc2c1CC(C(C)(C)C)CC2 (stereo unspecified) | 5 | 13
CC(C)Cn1c(-c2ccc(F)cc2)n[nH]c1=S | 2 | 12
COc1ccc(Br)cc1CN1CCCC(C(=O)N2CCCCCC2)C1 (stereo unspecified) | 2 | 25
CN(C=O)CP(=O)(O)CCN1CCCC1=O | -1 | -1
c1cn2cc(CSC3CCCCC3)nc2s1 | 0 | -1
Cc1csc(NC(=O)c2sc3nc(-c4cccs4)ccc3c2N)n1 | 0 | -2
O=C(CN(Cc1ccc(F)cc1)C(=O)c1ccco1)NCc1ccc(F)cc1 | 0 | 4
Cc1[nH]c(=O)[nH]c(=O)c1S(=O)(=O)NCCc1ccc(S(N)(=O)=O)cc1 | -3 | -4
COc1ccc(CN2CC(C(=O)NCc3ccccn3)CC2=O)cc1 (stereo unspecified) | -1 | -10
CCC(C)N1C(=O)CCC1C(=O)N1CCN(c2ccccc2F)CC1 (stereo unspecified) | 0 | -1
COc1ccc(N2C(=O)CSC2c2ccc3c(c2)OCO3)c(OC)c1 (stereo unspecified) | -7 | -16
OCCNc1nc(OCC(F)(F)F)nc(N2CCN(C34CC5CC(CC(C5)C3)C4)CC2)n1 | -1 | -21
Cc1n[nH]c(C)c1S(=O)(=O)N1CCCC(C(=O)NC2CCCCC2)C1 (stereo unspecified) | -9 | -14
Cc1cccc(NC(=O)Nc2ccc(C#N)cc2)n1 | 8 | 34
CCOC(=O)c1cnc2cc(Cl)c(OC)cc2c1NCC1CCCO1 (stereo unspecified) | 0 | 3
CC(=O)Nc1ccc(S(=O)(=O)Nc2nc3c(s2)CCCC3)cc1 | -3 | 2
Cc1ccc(Cn2ccc(NC(=O)c3cc(CC(C)C)on3)n2)cc1 | 2 | 39
Cc1ccc(S(=O)(=O)C2(C(=O)N3CCCCC3C)CC2)cc1 (stereo unspecified) | -4 | -6
CCOC(=O)c1ccc(N(CC(=O)NC2CCCC2)C(=O)CNC(=O)c2ccco2)cc1 | 0 | -1
CC(C)CC1(C(=O)O)NC(c2ccccc2O)C2C(=O)N(C(C)C)C(=O)C21 (stereo unspecified) | 0 | 4
O=C(CS(=O)(=O)c1c[nH]c2ccccc12)Nc1ccc2c(c1)OCCO2 | 6 | 59
COc1cccc(C2=NOC(C(=O)N3CCN(c4ccccc4)CC3)C2)c1OC (stereo unspecified) | -2 | -3
CCN(CC)S(=O)(=O)c1ccc(Cl)c(C(=O)OC)c1 | 0 | -42
CN(Cc1ccccc1)Cc1nc2c(c(=O)n(C)c(=O)n2C)n1Cc1ccc(Cl)cc1 | 0 | -24
COc1ccc(OC)c(NC(=O)c2cc3n(n2)C(C(F)(F)F)CC(c2ccc4c(c2)OCO4)N3)c1 (stereo unspecified) | 16 | 36
CCOC(=O)C1CCN(C(=O)C2CCN(S(=O)(=O)N3CCCC3)CC2)CC1 | 1 | 30
CCN(CC)c1nc2nonc2nc1N(CC)CC | -2 | -8
CCOc1ccc2nc(NC(=O)C(NS(=O)(=O)c3cccs3)C(C)C)sc2c1 (stereo unspecified) | 2 | 10
NC(=O)C(Cc1ccccc1)NS(=O)(=O)c1ccc(N2CCCC2=O)cc1 (stereo unspecified) | -1 | 5
C=CCC(NCc1ccco1)c1ccc(OC)cc1OC (stereo unspecified) | -2 | -6
Cc1ccc(C2C3CSCC=C3C(C#N)=C(N)C2(C#N)C#N)cc1 (stereo unspecified) | -2 | -22

Six of the entries above in order of the S aureus QS inh value, rising.
SMILES | S aureus QS inh | S aureus QS inh GFP MFI %
CCN(CC)CCCN1C(=O)C(O)=C(C(C)=O)C1c1cccc(OC)c1 (stereo unspecified) | -8 | -24
Cc1ccc(S(=O)(=O)C2(C(=O)N3CCCCC3C)CC2)cc1 (stereo unspecified) | -4 | -6
Nn1c(SCC(=O)Nc2ccc3c(c2)OCO3)nnc1-c1ccccc1 | -1 | 1
Cc1cc(NC(=O)CSCc2nc(-c3cccc(Cl)c3)oc2C)no1 | 0 | 5
O=C(NCc1cccnc1)c1ccc(CS(=O)(=O)c2ccc(Cl)cc2)o1 | 2 | 12
CCCCCCn1c(CN2CCCCC2)nc2c1c(=O)n(C)c(=O)n2C | 4 | 8

More results.
SMILES | S aureus QS inh | S aureus QS inh GFP MFI %
Cc1oc(-c2ccccc2Cl)nc1CSCC(=O)N1CCCC1 | 4 | 15
Cc1[nH]c2ccccc2c1Cc1nnc(SCC(N)=O)o1 | 1 | 22
Clc1ccc(Cl)c2sc(N3CCOCC3)nc12 | 0 | -5
CCOC(=O)CSc1ncnc2c1cnn2-c1ccc(C)cc1 | 0 | 4
COc1ccc(-c2noc(CCCOc3ccccc3)n2)cc1OC | -1 | -13
O=C(NCCN1CCCC1)C1COc2ccccc2O1 (stereo unspecified) | 0 | 4
CCOc1ccc(OCC)c(NC(=O)c2ccc(CNc3c(N4CCOCC4)c(=O)c3=O)cc2)c1 | 2 | -6
Cc1nn(Cc2ccc(F)cc2)c(C)c1NC(=O)c1cc(-c2ccco2)on1 | -4 | -31
Clc1ccc(OCc2nnc(SCCN3CCCCC3)n2Cc2ccco2)cc1 | 0 | -15
CCOC(=O)Nc1oc2ccccc2c(=O)c1CN1CCOCC1 | -5 | -9
COC(=O)CN1C(=O)COc2ccc(Cl)cc21 | -2 | 9
O=C(Cn1c(=O)[nH]c2ccsc2c1=O)NC1CCCCC1 | 1 | 4
CCCN1CCN(C(=O)c2cccc3c2C(=O)N(CCOC)C3)CC1 | -4 | -14
CN1C(=O)CC(N2CCN(c3ccc(Cl)cc3)CC2)C1=O (stereo unspecified) | 0 | -12
COc1ccc(OC)c(-c2cc(C(=O)Nc3cc(C)n(Cc4ccc(Cl)cc4)n3)no2)c1 | -11 | -97
Cc1ccc2c(c1)NC(=O)C(CC(=O)NCc1cccnc1)O2 (stereo unspecified) | 24 | 51
CC1C(O)=C(c2nc3ccccc3[nH]2)C(=N)N1c1ccccc1 (stereo unspecified) | 0 | 17
O=C(CSc1nnc(SCc2ccc(Cl)cc2)s1)N1CCN(C(=O)c2ccco2)CC1 | 0 | 5
O=C(Nc1ccc2c(c1)OCCO2)C1CCCN(S(=O)(=O)c2cccnc2)C1 (stereo unspecified) | -1 | -3
COc1cccc(-c2cc(C(=O)N3CCN(C(c4ccccc4)c4ccccc4)CC3)no2)c1 | 2 | 6
COCC(C)NC(=O)c1cc(-c2ccccc2OC)on1 (stereo unspecified) | -5 | -6
CCN(CC)S(=O)(=O)c1ccc2c(c1)nc(SCn1nnc3ccccc3c1=O)n2CC | 2 | 2
O=C(O)CCn1c(SCc2ccccc2)nc2ccccc21 | -3 | -38
COC(=O)c1cc(OC)c(OC)cc1NC(=O)CC1CCCCC1 | -1 | -8
Cc1oc(-c2ccccc2F)nc1CS(=O)CC(=O)NCc1ccc2c(c1)OCO2 (stereo unspecified) | 0 | -11
Clc1ccc(Oc2nc(Oc3ccc(Cl)cc3)nc(N3CCOCC3)n2)cc1 | -1 | -12
COC(=O)CSc1ncccc1-c1nc2ccccc2[nH]1 | -1 | -5
CC(=O)Nc1ccc(S(=O)(=O)N2CCN(C(C)CCc3ccccc3)CC2)cc1 (stereo unspecified) | 0 | 2
CCOC(=O)Cn1c(CN(Cc2ccccc2)Cc2ccccc2)nc2c1c(=O)[nH]c(=O)n2C | -1 | 4
CCCCN(C)C(=O)c1ccc2c(c1)N(CC)C(=O)c1ccccc1S2(=O)=O | -3 | -33
CC(=O)Oc1ccc(Oc2ccc(-c3noc(C)n3)cc2)cc1 | 3 | 7
Cc1ccc(CNC(=O)C2CCCN(c3nc4ccccc4o3)C2)cc1 (stereo unspecified) | -1 | -1
CCN1CCN(C(=O)Cn2ncc3ccsc3c2=O)CC1 | -1 | 9
CCCn1cc(S(=O)(=O)CC(=O)NC2CCCCC2)c2ccccc21 | -4 | -8
Cn1c(=O)oc2cc(S(=O)(=O)Nc3cccc(F)c3)ccc21 | 0 | 2
CC(C)COC(=O)NCC12C=CC(O1)C1C(=O)N(c3ccc(Cl)cc3)C(=O)C12 (stereo unspecified) | -4 | -18
CSc1nsc(SC)c1NC(=O)OCC1CCCO1 (stereo unspecified) | 6 | 6
CCCCOc1cccc(NC(=O)CSc2nccn2C)c1 | 0 | -1
COc1ccc(OC)c(NC(=O)C2CCCN2C(=O)C2CCC(C)CC2)c1 (stereo unspecified) | 6 | 25
COc1ccccc1N(C(=O)NCc1ccccc1)C1=NCC(C)S1 (stereo unspecified) | -2 | 0
CN(CCc1ccccn1)C(=O)CCNC(=O)Cn1cnc2ccccc2c1=O | -2 | -10
CC1=C(C)C(=O)C(CCCCC#CCCCC#CCO)=C(C)C1=O | 6 | 27
O=C(NCc1cccnc1)c1cccc2c1C(=O)N(C1CCCCC1)C2 | 1 | 0
CCOC(=O)N1CCN(S(=O)(=O)c2cc(Br)cc3c2N(C(C)=O)C(C)C3)CC1 (stereo unspecified) | 19 | 24
O=C(C1CCCN(S(=O)(=O)c2cccc3nsnc23)C1)N1CC=C(c2ccccc2)CC1 (stereo unspecified) | 41 | 43
[O-][n+]1onc2c1CCc1c-2nn(-c2ccccc2Cl)[n+]1[O-] | 0 | -1
CC(=O)N1CCCc2cc(S(=O)(=O)NC(C(=O)NCc3ccc(C)cc3)C(C)C)ccc21 (stereo unspecified) | 2 | 27
COc1cccc(C2N(c3cccc(Cl)c3)C(=O)C3CCCN32)c1 (stereo unspecified) | 13 | 33
CC(=O)NC(Cc1c[nH]c2ccccc12)C(=O)OCC(=O)Nc1cc(C)on1 (stereo unspecified) | 0 | 7
Clc1ccc(Cl)c(-c2ccc(/C=N/c3ncn[nH]3)o2)c1 | 16 | 17
CCSc1nnc(NC(=O)CSc2nnc(Cc3cccn3C)n2-c2ccc(F)cc2)s1 | 3 | -1
N#Cc1nc(-c2ccc(F)cc2)oc1NCc1cccc2c1OCO2 | -10 | -32
CC1CC(C)CN(c2nc3c(c(=O)[nH]c(=O)n3C)n2CCCSc2nc3ccccc3s2)C1 (stereo unspecified) | 9 | 20
COc1cccc(-c2nnc(SCC(=O)N3CCOCC3)o2)c1 | 0 | -20
COc1cc(Nc2cc(C)nc3ncnn23)cc(OC)c1 | 2 | 7
Cc1ccc2c(c1)c1c3n2CCN(C(=O)C2CC2)C3CCC1 (stereo unspecified) | 1 | 4

(listing goes on)
SMILES | S aureus QS inh | S aureus QS inh GFP MFI %
COCCNC(=O)c1sc2nc(-c3ccccc3)cn2c1C | -4 | -11
O=C(Nc1nnc(CCN2CCCCC2)s1)C1CCCCC1 | 0 | 5
O=C(NCc1ccco1)c1cc(-c2cccc(Cl)c2)on1 | -2 | -4
O=C(CSc1ncnc2c1oc1ccccc12)OCc1ccccc1 | -9 | -37
Cc1cc(C)c(NC(=O)CN2CCN(C)CC2)c(C)c1 | -3 | -23
COc1cc(C2NC(=O)NC(C)=C2C(=O)OCC2CCCO2)ccc1O (stereo unspecified) | -1 | -4
Cc1cc2c(cc(C(=O)O)n2C)s1 | 0 | -6
CCC(CC)C(=O)Nc1c2c(nn1-c1ccc(OC)cc1)CS(=O)C2 (stereo unspecified) | 0 | -9

One compound at a time, as listed above. Screens in order: S aureus QS inh | S aureus QS inh GFP MFI %
Results for O=C(NCc1ccco1)c1cc(-c2cccc(Cl)c2)on1 = -2 | -4
Results for O=C(Nc1nnc(CCN2CCCCC2)s1)C1CCCCC1 = 0 | 5
Results for COCCNC(=O)c1sc2nc(-c3ccccc3)cn2c1C = -4 | -11
